Cav32 inh: human Cav3.2 channel inhibition, primary screen; Cav3.2-expressing cells, Fluo-4 calcium fluorescence FDSS; active compounds read low; B-score at 10 µM; 4% of 100,000 active;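 active = single-dose well whose peak fluorescence ratio is a statistical outlier from its plate by either plate-standardised score or position-corrected B-score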
Target sequence (O95180 whole entry, looked up): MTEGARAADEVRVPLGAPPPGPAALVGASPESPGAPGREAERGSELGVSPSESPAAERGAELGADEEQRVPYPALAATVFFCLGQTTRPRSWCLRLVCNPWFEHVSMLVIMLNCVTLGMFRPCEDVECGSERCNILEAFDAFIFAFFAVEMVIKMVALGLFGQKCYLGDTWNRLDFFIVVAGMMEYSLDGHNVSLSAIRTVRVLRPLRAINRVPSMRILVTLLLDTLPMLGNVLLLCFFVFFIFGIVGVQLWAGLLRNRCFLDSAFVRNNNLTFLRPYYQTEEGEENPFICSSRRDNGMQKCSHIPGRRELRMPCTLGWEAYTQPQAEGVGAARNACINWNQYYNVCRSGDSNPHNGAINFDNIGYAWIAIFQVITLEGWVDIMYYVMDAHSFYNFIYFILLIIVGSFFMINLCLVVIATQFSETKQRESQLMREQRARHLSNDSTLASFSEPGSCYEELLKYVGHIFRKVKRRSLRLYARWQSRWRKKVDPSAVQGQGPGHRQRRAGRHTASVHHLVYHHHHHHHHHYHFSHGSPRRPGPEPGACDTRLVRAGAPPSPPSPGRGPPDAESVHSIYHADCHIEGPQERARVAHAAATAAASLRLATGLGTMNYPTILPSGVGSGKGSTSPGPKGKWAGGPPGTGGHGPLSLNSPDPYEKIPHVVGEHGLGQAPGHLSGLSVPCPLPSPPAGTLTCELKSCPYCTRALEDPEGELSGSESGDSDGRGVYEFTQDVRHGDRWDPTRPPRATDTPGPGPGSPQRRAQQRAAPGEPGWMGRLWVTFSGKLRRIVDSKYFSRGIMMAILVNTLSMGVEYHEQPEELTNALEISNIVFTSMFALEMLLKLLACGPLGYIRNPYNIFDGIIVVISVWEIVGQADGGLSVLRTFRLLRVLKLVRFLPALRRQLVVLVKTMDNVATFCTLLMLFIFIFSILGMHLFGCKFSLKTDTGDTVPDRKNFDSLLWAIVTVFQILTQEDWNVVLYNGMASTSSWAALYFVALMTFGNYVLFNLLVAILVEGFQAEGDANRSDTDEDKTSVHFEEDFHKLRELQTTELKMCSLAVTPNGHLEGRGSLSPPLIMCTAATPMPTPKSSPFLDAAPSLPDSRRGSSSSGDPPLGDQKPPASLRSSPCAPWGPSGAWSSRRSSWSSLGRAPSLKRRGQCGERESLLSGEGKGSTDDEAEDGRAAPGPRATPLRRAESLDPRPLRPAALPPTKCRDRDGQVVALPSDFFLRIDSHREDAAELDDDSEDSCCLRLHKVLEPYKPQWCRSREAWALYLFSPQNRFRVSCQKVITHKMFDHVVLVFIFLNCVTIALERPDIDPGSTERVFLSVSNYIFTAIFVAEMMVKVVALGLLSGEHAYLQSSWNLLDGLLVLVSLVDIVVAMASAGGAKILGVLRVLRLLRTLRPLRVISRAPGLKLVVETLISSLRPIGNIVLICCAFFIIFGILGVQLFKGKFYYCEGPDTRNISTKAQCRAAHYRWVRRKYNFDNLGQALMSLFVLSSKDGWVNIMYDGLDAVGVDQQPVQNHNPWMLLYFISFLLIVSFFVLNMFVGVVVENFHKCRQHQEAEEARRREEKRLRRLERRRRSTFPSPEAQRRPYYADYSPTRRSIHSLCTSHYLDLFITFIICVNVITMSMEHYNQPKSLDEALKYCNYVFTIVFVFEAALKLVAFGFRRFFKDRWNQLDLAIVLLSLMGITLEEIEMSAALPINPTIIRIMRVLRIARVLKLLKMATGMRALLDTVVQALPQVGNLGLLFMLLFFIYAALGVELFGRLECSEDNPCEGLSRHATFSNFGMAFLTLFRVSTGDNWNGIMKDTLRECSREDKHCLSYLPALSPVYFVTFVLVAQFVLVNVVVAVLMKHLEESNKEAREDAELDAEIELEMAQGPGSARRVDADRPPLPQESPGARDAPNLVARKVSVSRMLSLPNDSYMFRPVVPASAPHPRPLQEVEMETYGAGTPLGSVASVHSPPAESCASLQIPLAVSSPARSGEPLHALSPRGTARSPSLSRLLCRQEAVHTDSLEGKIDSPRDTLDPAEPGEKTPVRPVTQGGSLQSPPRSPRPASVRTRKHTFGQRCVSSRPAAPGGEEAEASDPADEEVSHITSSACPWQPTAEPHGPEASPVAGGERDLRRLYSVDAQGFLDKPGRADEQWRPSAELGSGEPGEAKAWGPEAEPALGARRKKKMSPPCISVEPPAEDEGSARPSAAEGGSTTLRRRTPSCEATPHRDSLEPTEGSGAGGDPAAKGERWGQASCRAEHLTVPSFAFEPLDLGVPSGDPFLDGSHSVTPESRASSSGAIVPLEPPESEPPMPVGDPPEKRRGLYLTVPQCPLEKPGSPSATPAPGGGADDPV
An asterisk follows results filed as active. Only part of the results is shown (hit frequency here may not be typical).

SMILES | Cav32 inh
Cc1ccc(NC(=O)c2c(C(F)(F)F)nn(C)c2SCc2cccc(C(F)(F)F)c2)cc1C | -0.182
CN(C)S(=O)(=O)c1cccc(C(=O)OCC(=O)Nc2sccc2C(N)=O)c1 | -0.919
Oc1cc(Cc2ccccc2)cnc1CN1CCCCC1 | 0.214
COc1cccc(CN(C)C(=O)c2ccc(S(=O)(=O)N3CCCC3)cc2)c1OC | 1.26
c1ccc(-c2ncnc3nc4n(c23)CCC4)cc1 | 0.391
COc1ccc(Cl)cc1C(=O)OCC(=O)NC(=O)c1cccn1C | -0.851
Cc1ccc2c(CC(=O)N3CCN(S(=O)(=O)c4ccc5c(c4)OCCO5)CC3)coc2c1 | -5.56*
O=C(O)c1cc2c(s1)-c1ccccc1OC2 | 0.0534
O=C(Nc1cccc(F)c1)N(Cc1ccc(Cl)cc1)CC(O)C(F)(F)F (stereo not given) | -7.16*
COc1ccc(NC(=O)c2c(OC)cccc2OC)c(OC)c1 | 0.82
CCOc1ccccc1NC(=O)c1ccc(NC(=O)c2ccco2)cc1 | -0.156
O=C(Nc1ccc(Cl)c(Cl)c1)N1CC=C(c2ccccc2)CC1 | -6.72*
C[N+]1=C2CCCCCN2C(O)(c2ccccc2)C1 (stereo not given) | 1.05
COc1ccc(C2CC(C(F)(F)F)n3nc(C(N)=O)c(Cl)c3N2)cc1OC (stereo not given) | -0.448
CN(C)c1ccc(/C=N/NC(=O)c2ccc(Cl)cc2)cc1 | -1.26

Cav32 inh, entries above that show a hit.
SMILES | Cav32 inh
Cc1ccc2c(CC(=O)N3CCN(S(=O)(=O)c4ccc5c(c4)OCCO5)CC3)coc2c1 | -5.56*
O=C(Nc1cccc(F)c1)N(Cc1ccc(Cl)cc1)CC(O)C(F)(F)F (stereo not given) | -7.16*
O=C(Nc1ccc(Cl)c(Cl)c1)N1CC=C(c2ccccc2)CC1 | -6.72*

The main list resumes; the 2 compounds before the break are reprinted first.
SMILES | Cav32 inh
COc1ccc(C2CC(C(F)(F)F)n3nc(C(N)=O)c(Cl)c3N2)cc1OC (stereo not given) | -0.448
CN(C)c1ccc(/C=N/NC(=O)c2ccc(Cl)cc2)cc1 | -1.26
CCOC(=O)C(C(=O)Nc1cccc(C)n1)C1CCCCC1 (stereo not given) | -0.74
CC(C)CC(NC(=O)C(Cc1ccc(OCc2ccccc2)cc1)NC(=O)OC(C)(C)C)C(N)=O (stereo not given) | -4.79*
Cc1c(F)cccc1NS(=O)(=O)c1ccccc1C#N | -1.23
CC1(C)CC(=O)C=C(Nc2ccccn2)C1 | 0.0757
Cc1ccc(Cn2nnc3c(=O)n(CC(=O)c4ccccc4)cnc32)cc1 | -0.106
COC(=O)C(Cc1ccc(OC(=O)c2ccccc2C)cc1)N1Cc2ccccc2C1=O (stereo not given) | 0.057
COc1ccc(N2C3=[N+](CC2(C)O)c2ccccc2CC3)cc1 (stereo not given) | 1.34
COc1ccc(CCN2C(=O)CC(N3CCOCC3)C2=O)cc1OC (stereo not given) | 0.13
CN(C)c1ccc(CNc2ncc(Br)cc2Br)cc1 | -0.00213
NC(=O)SCC(=O)Nc1ccc(Cl)cc1 | -4.01
c1ccc(-c2ccc3ccccc3n2)cc1 | 0.209
COC(=O)CSc1nc(N)c(C#N)c(C(C)C)c1C#N | 0.927
COc1ccc(C)cc1S(=O)(=O)N1c2ccccc2CC1C (stereo not given) | -0.851
CC1(C)Cc2ccccc2-c2nnc(SCC(=O)Nc3nc4ccccc4s3)n21 | -1.46
O=C(Nc1cccc2ccccc12)C1CCN(C(=O)NCc2ccccc2)CC1 | 0.0403
O=C(c1ccco1)N1CCN=C1SCc1ccccc1F | 0.256
Cc1cccc(-n2ccnc2SCC(=O)Nc2nccs2)c1 | 0.146
COc1ccc(-c2noc(CCC(=O)NC3CCN(Cc4ccccc4)CC3)n2)cc1 | 0.507
O=C(O)CSc1nnc(-c2ccccc2O)n1Cc1ccccc1 | -1.55
O=C(CC1(O)C(=O)Nc2ccccc21)c1ccccc1 (stereo not given) | 0.0422
O=C(Nc1ccccc1-c1ccccc1)c1cnccn1 | -2.22
COC(=O)c1ccc2nc(NC(=O)CN3C(=O)CCC3=O)sc2c1 | -0.565
O=C(COc1cccc2ccccc12)N1CCN(c2ccccn2)CC1 | -0.541
C/C(=N/NS(=O)(=O)c1ccc(Cl)cc1)c1cccc(O)c1 | -3.57
Cc1onc(-c2ccccc2Cl)c1C(=O)N1CCCc2ccccc21 | -1.18
Cc1oc(C(C)(C)C)cc1C(=O)NCC(=O)NCC(=O)O | 0.515
CC1CN(C(=O)c2cc3c(=O)n4ccccc4nc3s2)CC(C)O1 (stereo not given) | -0.0132
Cc1cc(/C=N\NC(=O)CC(=O)NC2CCCCC2)c(C)n1-c1ccc(Cl)c(Cl)c1 | -2.91
COc1ccc(C(=O)Nc2cccc(/C(C)=N/NC(=O)c3ccc([N+](=O)[O-])c(C)c3)c2)cc1OC | 0.164
COc1ccccc1CNC(=O)Cc1cc(=O)[nH]c(=O)[nH]1 | 0.678

As entered above:
C/C(=N/NS(=O)(=O)c1ccc(Cl)cc1)c1cccc(O)c1 – Cav32 inh: -3.57
COc1ccccc1CNC(=O)Cc1cc(=O)[nH]c(=O)[nH]1 – Cav32 inh: 0.678

Further entries
SMILES | Cav32 inh
CCOc1[nH]n(-c2ccc(Cl)cc2)c(=O)c1C=Nc1ccc(C)cc1 | 0.167
CCc1nc(SCc2cccnc2)c(C#N)cc1C | -0.598
CCN(CC)c1ccc2cc(C(=O)Nc3ccccn3)c(=O)oc2c1 | -3.42
Cc1cc(C)c2nc(N3CCCN(C(=O)c4cnccn4)CC3)c(C#N)cc2c1 | 1.63
CCOC(=O)CSc1nnnn1-c1cc(OC)ccc1OC | 0.0129
CCn1c2ccccc2c2cc(NC(=O)CSc3nnc(-c4cccc(F)c4)o3)ccc21 | 0.149
CCOC(=O)N1CCN(C(=O)COc2ccc3c(c2)C(=O)CC2(CCN(C(C)=O)CC2)O3)CC1 | 1.2
O=C(Nc1ccc(Cl)cc1C(=O)NCC1CCCO1)c1ccco1 (stereo not given) | 0.218
O=C(COn1nnc2ccc(Cl)cc21)NC12CC3CC(CC(C3)C1)C2 | -1.67
Cc1nc2cc(Cl)c(Cl)cc2nc1C | -0.824
O=c1c(F)cn(C2CCCO2)c(=O)n1Cc1c(F)cccc1Cl (stereo not given) | 0.204
O=C(O)c1cccc(Cn2c(Cl)c(/C=N/NC(=O)c3ccccc3)sc2=O)c1 | 0.593
O=C(Oc1cccc(Br)c1)c1cccnc1 | 0.266
CC1CCCC2(C1)NC(=S)N(c1ccccc1)N2 (stereo not given) | -0.343
Cc1ccc2oc(=O)c3cnn(CC(=O)Nc4cc(-c5cccc(F)c5)no4)c3c2c1 | 0.16
COc1nc(NC(C)(C)C)nc(Oc2ccc(=O)n(-c3ccccc3)n2)n1 | 1.08
COc1ccc(-c2csc(/C(C#N)=C(\O)CSc3nccn3C)n2)cc1OC | -0.814
C=CCNC(=O)COC(=O)c1cc(S(=O)(=O)N2CCOCC2)ccc1N1CCCCC1 | 1.58
COc1cc(C(C(=O)NC(C)(C)C)N(Cc2ccccc2)C(=O)c2cnccn2)cc(OC)c1OC (stereo not given) | 0.555
CN1C(=O)NC(c2ccccc2)C2=C1CN(Cc1ccccc1)C2=O (stereo not given) | 1.16
Cn1c(NC(=O)c2ccco2)cc(=O)n(C)c1=O | 0.577
CCOc1cc(C(=O)O)cc(Cl)c1OCC#N | 0.346
O=C1NCCCc2c1oc1ccc(O)cc21 | -0.23
O=S(=O)(c1ccc(Cl)cc1)n1nnc2ccccc21 | 0.613
CCC(=O)NCCC(c1ccco1)c1ccccc1OC (stereo not given) | 0.882
Cc1cc(C=C(C#N)C#N)c(C)n1-c1ccccc1 | -0.00676
CC(=O)NNc1cc(N2CCOCC2)nc(N2CCOCC2)n1 | 0.402
Cc1ccc(-n2c(CCC(=O)O)ccc2-c2cccs2)cc1 | -0.551
COCCn1nnnc1C(c1cc2cc(C)cc(C)c2[nH]c1=O)N1CCN(c2ccccc2F)CC1 (stereo not given) | -0.569
COc1cccc(OC)c1OCCOc1ccccc1OC(C)C | -4.09
OC(COc1cccc(OCC(O)CN2CCCC2)c1)CN1CCCC1 (stereo not given) | -1.42
CCCCCn1c(CN2CCCCC2CC)nc2c1c(=O)n(C)c(=O)n2C (stereo not given) | -1.62
O=S(=O)(NCc1ccccc1)c1ccc2c(c1)OCCO2 | 0.322
CCc1c(C#N)c(SCCC(=O)Nc2ccc(C)cc2)nc2c1C(=O)CC(C)(C)C2 | -2.99
O=C(c1cccc(Cl)c1)N1CCN(C(=O)c2ccco2)CC1 | -0.389
Cc1nnc(SCC(=O)N2CCCCC2)n1CC1CCCO1 (stereo not given) | 1.09
Cc1c(NC(=O)/C=C/c2cn(-c3ccccc3)nc2-c2ccccc2)c(=O)n(-c2ccccc2)n1C | -4.54*
O=C(NCCn1cc(SCc2ccccc2)c2ccccc21)c1c(F)cccc1F | -2.35
COc1ccc(CC(=O)n2nc(-c3cccnc3)nc2N)cc1 | -0.563
COCCn1c(=O)c2cc3c(=O)n(CCOC)c(=O)c3cc2c1=O | -0.212
Cc1ccccc1NC(=O)c1cc(=O)c2ccccc2o1 | -1.12
O=C(O)Cc1c[nH]c2ccccc12 | 1.18
O=C(CSc1nc(O)cc(=O)n1-c1ccccc1)NC1CCCCC1 | 1.06
C[C@H](NC(=O)OCc1ccccc1)C(=O)NNC(=O)[C@H](Cc1ccccc1)NC(=O)OC(C)(C)C | 0.123
COc1ccc(/C(O)=C2/C(=O)C(=O)N(CCN3CCOCC3)C2c2ccc(C)cc2)cc1 (stereo not given) | 1.07
CCOc1cc(C)nc(NCCc2ccc(OC)c(OC)c2)n1 | -0.977
COCCN1C=C2C(=O)C(C)(OC(=O)CCc3ccccc3)C(=O)C=C2C=C1c1ccc(C#N)cc1 (stereo not given) | -2.37
CC1CCCC2(C1)NC(=S)c1c(sc3c1CCCC3)N2 (stereo not given) | -1.76
CCOC(=O)C1CN(S(=O)(=O)c2ccc(C)cc2)C1 | -0.551
CCOc1ccc(C(=O)NCc2cccnc2)cc1 | 1.1
CCCn1c(N)c(C(=O)CN2CCN(S(=O)(=O)c3cccs3)CC2)c(=O)[nH]c1=O | 0.132
Cc1ccc(Cn2c(C)nc3c(c2=O)c2nc4ccccc4nc2n3Cc2ccco2)cc1 | -6.69*
COc1cc(OC)cc(C(=O)NC2CCN(C(=O)N3c4ccccc4Sc4ccccc43)CC2)c1 | -3.52*
CC(O)CNc1ncnc2nc[nH]c12 (stereo not given) | -0.0111
CC1(C)Cc2c(ccc3ccccc23)C(NNC(=O)c2cccnc2)=N1 | 0.727
CCCC(=Nc1ccc(N)cc1)C1=C(O)C(C(=O)OC)C(C)(C)CC1=O (stereo not given) | -5.12*
CC(C)CC(C(=O)NC1CCCC1)N(Cc1cccs1)C(=O)c1snc(C(N)=O)c1N (stereo not given) | -2.7
CC(=O)Nc1ccc2c(c1)nc1n2CCSC1 | -0.0667
COc1cccc(C(=O)Nc2ccc(F)c(F)c2F)c1 | -1
CCC1=C(OC(=O)N(CC)CC)N2C(=O)OC(=NCC3CC3)[C@]2(C)[C@H]2C1=CC[C@H]1C(=O)N(CC)C(=O)[C@H]12 | -0.754
More structures
SMILES | Cav32 inh
O=C(/C=C/c1cccc([N+](=O)[O-])c1)NCCN1CCOCC1 | 0.336
O=[N+]([O-])c1ccc(-c2cnc(SCc3ccccc3Cl)[nH]2)cc1 | -1.78
CCOC(=O)c1nnn(-c2nonc2N)c1CN(CC)CC | 0.00702
COC(=O)c1sc(N)nc1C(C)(C)C | 0.55
NCCN1CCN(CC(=O)N2c3ccccc3C(=O)Nc3cccnc32)CC1 | -0.339
CCOc1ccc(CCN2C(=O)CCC2(C)C(=O)NC(C)CC)cc1OCC (stereo not given) | 0.82
CC(C)CC(=O)N1CCN(c2ccc([N+](=O)[O-])c(NCc3ccccc3)c2)CC1 | -2.26
O=C(CSc1nnc(Cn2c(=O)sc3ccccc32)n1-c1ccccc1)NCc1ccco1 | 0.953
CCn1c(SCC(=O)Nc2nc(C)c(C(=O)OC)s2)nnc1C(C)C | 0.523
CC1OC(OCC2OC(Oc3c(-c4ccc(O)cc4)oc4cc(O)cc(O)c4c3=O)C(O)C(O)C2O)C(O)C(O)C1O (stereo not given) | 1.4
CCCCN(C(=O)NC(=O)Nc1cc(C)ccc1C)S(C)(=O)=O | 0.0191
CC(O)C(O)C(O)C(O)C1NCCS1 (stereo not given) | -0.146
Cc1cccn2cc(-c3ccc(F)cc3)nc12 | -0.0775
O=C(CSc1ncn(-c2ccccc2)n1)Nc1ccc(Br)cn1 | -5.41*
COc1ccc(C)c(S(=O)(=O)Nc2ccc(OCC(=O)O)cc2)c1 | 0.0865
CCOC(=O)N1CCN(CC(O)COC2CC(C)CC(C)(C)C2)CC1 (stereo not given) | 0.752
COc1ccc(NC(=O)C(NC(=O)c2ccccc2)C(C)C)cc1 (stereo not given) | 0.428
CCc1cc2c(SCC(=O)c3ccc(C)cc3)ncnc2s1 | -0.656
OCCCn1c(C2CCCN2c2nc(-c3ccc(Cl)cc3)cs2)nc2cc(C(F)(F)F)ccc21 (stereo not given) | -0.511
CCOC(=O)Cc1csc(NC(=O)c2cccc(N3C(=O)CCC3=O)c2)n1 | 0.0111
C=CCSc1nc2ccccc2c2nc(-c3ccccc3)nn12 | -0.319
CCOC(=O)N1CCN(C(=O)CN(c2cccc(C)c2)S(=O)(=O)c2ccc(C)cc2)CC1 | 0.0576
O=C(O)Cc1ccc(NC(=O)c2cccs2)cc1 | -0.189
CCOCCCNC(=O)CCSc1ccc(C)cc1 | 1.79
COc1ccc(-c2cc(CN3C(=O)c4ccccc4C3=O)on2)cc1 | 1.45
CCOC(=O)c1ccc(N/C=C/C(=O)c2ccc(OC)c(OC)c2)cc1 | -1.29
CCOC(=O)c1c(-c2ccc(C)o2)csc1NC(=O)CSc1nnnn1-c1ccccc1 | -2.71
COc1ccc(-c2nc3cc(C)ccn3c2NCC2CCCO2)cc1OC (stereo not given) | -0.0766
Nn1c(SCc2ccccc2)nnc1-c1ccco1 | 0.442
NC(=O)CC(NC(=O)Cc1ccc(Br)cc1)c1ccc(NC2CCCC2)c([N+](=O)[O-])c1 (stereo not given) | 0.608

From PubChem
